From PubChem
UHRF1 binding = UHRF1 methylated DNA binding inhibitors, primary screen, counter-screen for MBD2 inhibitor project, biochemical, TR-FRET, human UHRF1, single concentration | UHRF1 binding to methylated oligo | inhibition, % at 4.4 µM | 0.75% of 370,000 active | AID 687016, 2013 | E3 ubiquitin-protein ligase UHRF1 (Homo sapiens), Q96T88; in the data active = inhibition above about 21%;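 also: UHRF1 SRA domain binding a hemimethylated CpG hairpin DNA probe; 0% = median of test compound wells and 100% = reference inhibitor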
MBD2 DNA inh = inhibitors of MBD2 binding to methylated DNA, primary screen, biochemical, TR-FRET, DNA-binding domain, human. Methyl-CpG-binding domain protein 2 (Homo sapiens), Q9UBB5. MBD2 binding to methylated oligonucleotide. inhibition, % at 4.4 µM. 0.31% of 370,000 active. AID 686964, 2013; in the data active = inhibition above about 13%
KLK7 zymogen act = proKLK7 zymogen activators, primary screen, biochemical, fluorescence intensity | Kallikrein-7 (Homo sapiens), P49862 | purified proKLK7, EDANS-DABCYL substrate fluorescence; 100% is mature enzyme control, 0% vehicle | activation, % at 7 µM | 0.9% of 370,000 active | AID 652039, 2013;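 active = activation above the mean of all tested compounds plus 3 SD, computed per campaign excluding outliers beyond control limits, cut at about 13% in these data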
DDE Tn6 FP inh = inhibitors of Tn6 peptide binding to fibrin DD(E), primary screen, biochemical, fluorescence polarization, human fibrin, Tn6 probe. Fibrinogen beta chain (Homo sapiens), P02675. Fibrin DD(E) TRITC-Tn6 fluorescence polarization displacement. inhibition, % at 8.3 µM. 0.21% of 370,000 active. AID 720509, 2013;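 active = inhibition above a per-campaign cutoff: mean of compounds within control limits plus 3 SD, cut at about 15% in these data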;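 also: 0% = median of all compound wells on the plate and 100% = blocking peptide control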
ASAP1 GAP inh = inhibitors of human ASAP1 ArfGAP activity, primary screen, biochemical, fluorescence polarization; ASAP1-stimulated ARF1 GTP hydrolysis, GDP FP detection; inhibition, % at 16.5 µM; 0.19% of 360,000 active; AID 624377, 2012; in the data active = inhibition above about 25%;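 also: 0% = vehicle with enzyme and substrate and 100% = no enzyme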
ARFGAP1 inh = inhibitors of rat ARFGAP1 GAP activity, primary screen, biochemical, fluorescence polarization, GDP tracer | AID 651572, 2012 | inhibition, % at 16.5 µM | Arfgap1-stimulated ARF1 GTP hydrolysis, GDP FP detection | 0.26% of 360,000 active | ADP-ribosylation factor GTPase-activating protein 1 (Rattus norvegicus), Q62848;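 active = inhibition above a per-plate limit, mean inhibition of low control wells plus 3 SD, cut at about 25% in these data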;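 also: 0% = DMSO wells with enzyme and 100% = wells lacking Arfgap1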
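Repeats: one replicate per compound; assay system: rat Arfgap1 catalytic domain, aa 1-136; times: enzyme reaction 120 min at 25 °C after 20 min preincubation; detection: FP of antibody-bound GDP Alexa 633 tracer, ex 620/em 688 nm; benchmarks: high control wells lacking Arfgap1, low control full reaction with DMSO; reagent: human ARF1(Δ1-17)-GTP substrate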
ADAM17 inh = ADAM17 inhibitors, primary screen, biochemical, QFRET | Disintegrin and metalloproteinase domain-containing protein 17 (Homo sapiens), P78536 | recombinant ADAM17, EDANS/DABCYL FRET peptide cleavage | inhibition, % at 6.95 µM | 0.83% of 370,000 active;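 active = inhibition above the mean of compounds lying between control limits plus 3 SD, set per campaign, cut at about 8.5% in these data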;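 also: 0% = DMSO-only wells as the low control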
PLC-gamma1 inh = PLC-gamma1 enzyme inhibitors, primary screen, biochemical, fluorescence, purified enzyme; 1-phosphatidylinositol 4,5-bisphosphate phosphodiesterase gamma-1 (Homo sapiens), P19174; fluorogenic substrate; inhibition, % at 12.2 µM; 0.84% of 370,000 active; AID 720700, 2013; in the data active = inhibition above about 9.5%
PLC-beta3 inh = human PLC-beta3 inhibitors, primary screen, biochemical, fluorescence; 1-phosphatidylinositol 4,5-bisphosphate phosphodiesterase beta-3 (Homo sapiens), Q01970; Purified PLC-beta3, fluorogenic substrate; inhibition, % at 12.2 µM; 0.18% of 370,000 active; AID 720704, 2013; in the data active = inhibition above about 11%;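 also: 0% = median of compound wells on plate and 100% = full blocker control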
DDE Tn7 FP inh = inhibitors of Tn7 peptide binding to fibrin DD(E), primary screen, biochemical, fluorescence polarization, human fibrin, Tn7 probe | Fibrinogen beta chain (Homo sapiens), P02675 | FP displacement of FITC-Tn7 peptide from fibrin DD(E); 0% = median of compound wells per plate | inhibition, % at 8.3 µM | 0.13% of 370,000 active | AID 720508, 2013;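 active = inhibition above the mean of compounds falling within the control limits plus 3 SD of them, cut at about 14% in these data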;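 also: 0% = plate median of compound wells and 100% = 10 µM Aha-Tn7 peptide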
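Assay system: Fibrin-DD(E) protein isolated from polymerized human fibrin clots; read-out basis: percent inhibition; medium: Tris/NaCl/CaCl2 buffer, pH 7.8; signal: FP measurement; incubation: 10 min plus 3 h, room temperature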
The depositor's hits bear a star; i = inactive; x = no result given. The order is random, and some 4.1% of all compounds hit somewhere here.

SMILES	UHRF1 binding	MBD2 DNA inh	KLK7 zymogen act	DDE Tn6 FP inh	ASAP1 GAP inh	ARFGAP1 inh	ADAM17 inh	PLC-gamma1 inh	PLC-beta3 inh	DDE Tn7 FP inh
O=C(NCCCO)c1cc2c([nH]c3ccccc32)c(-c2ccccc2)n1	2.8	-2.5	-0.5	-10.0	7.5	1.2	-178.3	-102.1	-128.7	-3.4
CN1C2=NCCN2C(=O)c2cc(Cl)ccc21	-1.8	-2.7	0.5	5.1	-4.7	-3.2	0.5	-2.6	-13.2	-5.7
CC(C)Oc1ccc(CN2CCC(n3nccc3NC(=O)CCc3ccccc3)CC2)cc1	-1.0	-1.4	0.0	0.1	-4.8	-14.2	-2.9	-1.1	-3.5	6.2
CCn1c(SCC(=O)N(C)CC(=O)Nc2ccc(OC)cc2)nnc1-c1ccco1	0.9	-1.4	0.4	3.8	15.8	-8.4	-4.8	-0.7	-9.1	6.3
COc1ccc(-n2nc3ccc(NS(C)(=O)=O)cc3n2)cc1Cl	-6.7	-1.5	-37.0	4.0	-11.2	1.6	-257.7	i	i	-3.6
Cc1ccc2nc(-c3ccccc3Cl)cc(C(=O)Nc3cc(C)on3)c2c1	-1.8	-0.8	-2.5	2.8	3.0	7.3	-6.9	-14.4	-18.2	-9.1
CC(=O)Nc1ccc(SCC(=O)OCC(=O)NC(=O)NC2CCCC2)cc1	-2.3	-2.3	-0.3	-6.6	-0.7	-6.5	0.5	-0.7	4.3	1.3
COc1ccccc1CN1C[C@@H]2C[C@@H](c3ccccc3OC)N3CCC[C@@]23C1=O	0.5	4.8	-0.3	-3.0	-0.5	-8.4	-4.7	-0.6	-8.7	4.2
COc1ccc(NC(=O)C2CCCN(S(=O)(=O)c3cccc4nonc34)C2)cc1 (stereo not given)	-0.8	-2.8	-0.8	-2.3	-8.4	8.3	2.5	4.2	3.7	-2.3
COc1ccc(-n2nc(C(=O)Nc3cc(OC)c(OC)c(OC)c3)c3ccccc3c2=O)c(OC)c1	-1.2	-1.0	0.3	6.7	8.3	-11.4	1.6	0.2	0.6	1.0
Cc1cc[n+](CC(=O)Nc2nc3ccccc3s2)cc1	1.3	-1.4	-0.3	7.0	-14.8	3.6	-1.6	-0.3	3.8	-6.1
CCc1c(C(=O)OC)nnc2cc(C)nn12	-0.6	1.4	-0.1	6.6	-5.2	6.4	0.1	-2.6	-2.9	0.7
CCC(=O)Nc1ccc(S(=O)(=O)N2CCc3ccccc32)cc1	5.1	7.8	-0.2	-7.8	4.4	4.6	-1.7	-0.3	-11.6	1.2
O=C(C1CCCN1S(=O)(=O)c1ccc(Cl)cc1)N1CCN(c2ccccc2)CC1 (stereo not given)	-2.1	3.4	1.1	-2.5	-2.3	-2.0	-0.1	-0.3	1.4	-3.1
O=C(C[n+]1ccccc1)N/N=C/c1ccccc1Cl	-2.0	0.2	-0.3	-2.8	-6.5	-2.5	-3.4	0.9	0.4	4.6
O=C(CSc1nc2c(sc3ccccc32)c(=O)n1-c1ccccc1)NCc1ccco1	-0.9	-2.2	0.0	-3.3	-3.6	-3.9	-2.5	-3.5	-3.1	0.8
CC(C)(C)c1cc(-c2n[nH]c(=S)n2-c2ccccc2F)n[nH]1	-1.0	-3.0	-0.9	3.9	3.8	-1.6	-2.2	0.3	-5.2	1.1
CCOc1ccc(NC(=O)CN(C)C(=O)c2cc(-c3cccs3)nn2-c2ccccc2)cc1OCC	0.4	-0.9	0.5	-3.8	4.7	6.3	0.3	-1.8	-6.4	6.3
CN(C)S(=O)(=O)n1cnc([C@@H]2[C@@H]3C(=O)OC[C@@H]3C[C@]23N=CN(Cc2ccccc2)C3=O)c1	-1.6	-3.7	0.0	2.3	1.7	-10.3	-3.4	-2.4	1.1	8.4
O=C(CN1C(=O)NC2(CCCC2)C1=O)Nc1ccc(F)c(F)c1F	0.4	0.7	-0.1	6.6	-24.4	-1.3	1.2	5.6	1.9	7.5
COCCN(Cc1nc(C2(c3ccc(C)cc3)CCCC2)no1)C(C)C	0.6	3.0	0.2	-2.6	4.5	10.1	-6.4	0.3	-1.6	5.9
C/C=C/c1ccc(OCCOCCNCc2ccccc2)c(OC)c1	2.6	2.7	-0.1	1.6	-7.3	0.9	-3.1	-0.5	-6.1	-2.8
O=C(C=Cc1ccco1)c1ccc2ccccc2c1	-0.9	3.4	-1.8	-3.4	-2.2	4.0	-0.4	-24.4	-37.6	-3.3
CC(C)CC(CCOCCO)NC(=O)OCc1ccccc1[N+](=O)[O-] (stereo not given)	4.8	0.4	x	-3.9	x	x	-4.2	-0.6	-4.3	7.0
C=CCOc1ccc(C2C(C(=O)c3ccco3)=C(O)C(=O)N2CCCN(CC)CC)cc1 (stereo not given)	-4.3	3.4	-0.1	-5.2	-3.7	11.5	-4.8	-7.6	-16.1	0.1

Part of the list above in order of count of non-hydrogen atoms, low to high.
SMILES	UHRF1 binding	MBD2 DNA inh	KLK7 zymogen act	DDE Tn6 FP inh	ASAP1 GAP inh	ARFGAP1 inh	ADAM17 inh	PLC-gamma1 inh	PLC-beta3 inh	DDE Tn7 FP inh
Cc1cc[n+](CC(=O)Nc2nc3ccccc3s2)cc1	1.3	-1.4	-0.3	7.0	-14.8	3.6	-1.6	-0.3	3.8	-6.1
CC(C)CC(CCOCCO)NC(=O)OCc1ccccc1[N+](=O)[O-] (stereo not given)	4.8	0.4	x	-3.9	x	x	-4.2	-0.6	-4.3	7.0
O=C(C1CCCN1S(=O)(=O)c1ccc(Cl)cc1)N1CCN(c2ccccc2)CC1 (stereo not given)	-2.1	3.4	1.1	-2.5	-2.3	-2.0	-0.1	-0.3	1.4	-3.1

(cont.)
SMILES	UHRF1 binding	MBD2 DNA inh	KLK7 zymogen act	DDE Tn6 FP inh	ASAP1 GAP inh	ARFGAP1 inh	ADAM17 inh	PLC-gamma1 inh	PLC-beta3 inh	DDE Tn7 FP inh
CN(Cc1cn(C)nc1-c1ccccc1F)Cc1nccn1C	2.1	5.9	0.4	-0.4	15.2	15.2	-5.9	-0.5	-3.7	6.3
Cc1ccccc1N1CC(C(=O)Nc2nnc(SCCC3OCCO3)s2)CC1=O (stereo not given)	-2.4	-3.1	-0.1	0.6	0.6	5.7	3.7	3.0	-4.3	-3.9
O=C(COc1ccccc1)NC(=S)Nc1ccc2c3c(cccc13)CC2	0.0	-4.7	0.3	-1.8	10.0	-2.6	-4.3	-1.2	-1.9	7.0
N#Cc1cc2c(nc1SCC(=O)N1CCCCC1)CCCC2	-1.0	-3.3	-0.1	3.7	1.9	0.0	-3.6	0.8	6.2	-2.6
C[C@H](NC(=O)c1cc2c(cn1)[nH]c1ccccc12)C(=O)O	0.6	41.9*	17.6*	-3.5	5.2	7.2	-59.9	-51.3	-75.2	-0.9
CC(O)(c1ccc(F)c(F)c1)c1nc(-c2ccc(S(C)(=O)=O)cc2)cs1 (stereo not given)	-2.5	5.8	-0.4	-6.1	8.5	6.0	2.2	-1.3	2.7	-1.1
O=C(c1ccco1)N1CCCC(c2nc3c(nnn3Cc3c(Cl)cccc3Cl)c(=O)[nH]2)C1 (stereo not given)	3.0	-0.1	-0.1	-2.1	-4.1	-0.6	4.2	2.8	1.6	-2.0
Clc1ccc2c(SCC3CO3)c3ccccc3nc2c1 (stereo not given)	71.5*	-0.7	4.8	7.2	10.3	-13.5	-99.5	-30.6	-43.9	-1.9
CCn1c2ccccc2c2nc3cc(OC)c(OC)cc3nc21	5.4	-3.2	-18.7	-0.8	1.1	10.4	-13.5	-242.4	-269.8	-1.2
Cc1cc(C(=O)O[C@@H]2CCC[C@@]3(C(=O)N(Cc4ccccc4)c4ccccc43)[C@H]2NC(=O)CCc2ccccc2)no1	0.9	0.7	-0.1	-3.8	x	x	4.1	3.4	5.3	-7.3
Cc1ccc(-c2nc(N3CCOCC3)sc2C(=O)N2CCOCC2)cc1	1.1	0.0	0.6	3.2	-4.0	3.7	0.4	-1.2	-4.5	-7.2
COc1ccc(C(C)(C)C)cc1NC(=O)CCCn1c(=O)oc2ccccc21	-1.4	0.0	-0.6	3.6	-13.7	3.6	4.2	3.2	-0.3	-3.1
COc1ccc(CC(=O)Nc2ccc(C(C)=O)cc2)cc1	-0.6	2.6	0.5	2.0	-1.6	15.8	3.9	-6.5	-122.2	-0.2
Cn1c(-c2cccc(OCc3ccccc3)c2)nc2c1c(=O)[nH]c(=O)n2Cc1ccccc1	1.4	-4.9	0.0	4.3	4.0	0.1	-4.3	-1.4	1.6	-2.6
Cc1cc(C)n(C(=O)CSc2ccc(Cl)cc2)n1	2.8	0.4	0.1	-3.5	-4.7	4.0	-0.5	-0.7	-6.0	5.5
CC(C)OC(=O)n1c(=S)oc2ccccc21	0.0	-7.5	0.0	-3.8	-4.8	-0.5	0.9	3.0	-1.1	7.9
COc1ccc(NC(=O)c2cc(-c3ccco3)on2)cc1OC	6.6	8.7	54.9*	-11.9	10.1	1.6	-3.3	5.1	-2.4	-3.8
CCOC(=O)c1ccc2[nH]c3ccccc3c2c1	0.7	0.1	-0.3	0.9	-3.4	-1.7	-22.4	-65.1	-89.5	3.2
Cc1ccc(NC(=O)c2ccc(OC(F)F)cc2)cc1S(=O)(=O)N(C)C	9.1	1.5	0.1	4.3	8.5	11.2	5.3	1.2	1.1	-7.0
NS(=O)(=O)c1ccc(CNC(=O)Cc2c(F)cccc2Cl)cc1	-1.2	3.2	0.3	-6.0	15.0	-5.4	-1.4	1.2	2.5	0.9
Nc1nnc(CCCCCc2nnc(N)s2)s1	2.4	-3.5	-0.3	11.0	-5.7	-1.0	-4.6	0.6	-2.2	2.0
Cc1c(S(=O)(=O)N2CCN(c3ccc(F)cc3)CC2)c(=O)n(C)c(=O)n1C	0.8	-3.8	-0.5	-3.0	-10.6	-7.5	-2.9	-1.1	-2.3	3.0
COc1ccc(NC(=S)N2CCCCC2c2cccnc2)cc1 (stereo not given)	5.0	1.6	0.2	5.7	-1.9	-9.3	-2.2	-1.0	-5.1	0.8
Cc1ccc2c(c1)NC(=O)C(CC(=O)NCCCN1CCN(c3cc(C)ccc3C)CC1)O2 (stereo not given)	0.3	3.5	-0.4	-7.7	-0.5	14.7	0.5	0.6	-2.1	-0.4
COc1ccccc1OCC(=O)N(Cc1nc(-c2ccccc2)no1)C1CCCCC1	-1.7	-4.9	0.1	4.7	-11.6	0.0	2.1	3.5	1.3	2.7
